Source: PubChem BioAssay
PMI inhibitors: MPI enzyme activity inhibition – biochemical, fluorescence intensity, coupled assay, primary screen (AID 1209). purified PMI enzyme, coupled fluorescence intensity; higher % means a stronger effect. one-dose inhibition, % at 20 µM; IC50 in µM for titrated hits. 0.42% of 190,000 active;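 also: plate controls were DMSO vehicle for no effect and wells lacking substrate for full effect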
M1AAP inhibition: P. falciparum M1AAP inhibitors, biochemical, fluorogenic H-Leu-NHMec substrate, 1536-well (AID 1445) | recombinant M1AAP, H-Leu-NHMec fluorogenic kinetic assay; higher % means a stronger effect | inhibition, % at 30 µM; hits with a dose series show IC50 in µM | 0.42% of 220,000 active;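 active = primary inhibition above the hit cutoff, then over 50% inhibition at one or more dose response concentrations, cut at about 23% in these data, passing the limit was not always enough; inconclusive = conflicting primary data, or primary hits not chosen for dose response; inactive = low primary inhibition, or under 50% at every dose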;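 also: plate controls were DMSO full reaction for no effect and no enzyme background for full effect; strong numbers were not always called active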
AID2073: disruptors of CaV2.2 binding to Mint1 – biochemical, HTRF (AID 2073). HTRF protein-protein interaction, Mint1-CaV2.2; higher % means a stronger effect. one-dose inhibition, % at 20 µM; IC50 in µM for titrated hits. 0.19% of 290,000 active; in the data active = inhibition mostly above about 51%, no sharp cut-off; inconclusive = no clear call, values can overlap the other calls; inactive = mostly below about 53%; also: some results filed as inactive read as strong as hits
XIAP displacement: XIAP antagonists, biochemical, IAP family, fluorescence polarization (AID 1018). XIAP BIR domain, fluorescence polarization peptide displacement; higher % means a stronger effect. 0.007% of 200,000 active. one-dose displacement, % at 20 µM; IC50 in µM for titrated hits; in the data active = displacement above about 50%; also: a part of the inactive calls stands beside numbers as strong as those of hits
Siah-1 displacement: blockers of Siah-1 interaction with plectin peptide – biochemical, fluorescence polarization, rhodamine-plectin, uHTS, primary screen (AID 1817); 0.02% of 290,000 active; Siah-1 / rhodamine-plectin peptide fluorescence polarization; higher % means a stronger effect; one-dose displacement, % at 20 µM; IC50 in µM for titrated hits;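 active = displacement of at least 50% at 20 µM, with a fluorescence ratio check between 0.3 and a set limit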;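 also: plate controls were Siah plus tracer with DMSO for no effect and tracer alone without Siah for full effect; strong numbers were not always called active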
Dynein cargo inh: dynein cargo transport inhibition; 3617.4 mouse cells, GR-EGFP nuclear translocation imaging; test concentration mostly 20 µM; stimulated with dexamethasone, 1 µM; hits give low values; AID 1381; z-score, hits read low; 0.47% of 220,000 active;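 active = plate z-score of nuclear minus cytoplasmic receptor signal below a set negative limit, without overly bright fluorescence or cell loss, cut at about -3.5 in these data, passing the limit was not always enough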;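 also: z-score of nuclear minus cytoplasmic ring GR-EGFP intensity difference per well; some compounds called inactive have numbers as strong as hits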
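Medium: Induction medium lacking tetracycline, stripped serum | Probe or stimulus: 1.0 µM final dexamethasone stimulus | Schedule: 48 h induction, then 1 h compound, then 30 min agonist, 37 °C | Signal: Automated 10x imaging of fixed Hoechst-stained cells | Evaluation: Per-cell GR-EGFP intensity, nucleus versus surrounding cytoplasmic ring, well-averaged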
PMI inhibition: human PMI inhibitors, high substrate, primary screen, biochemical, fluorescence intensity, high mannose 6-phosphate (AID 1220) | recombinant PMI enzyme, coupled fluorescence intensity; higher % means a stronger effect | inhibition, % at 20 µM; hits with a dose series show IC50 in µM | 0.66% of 190,000 active
LYP phosphatase: PTPN22 lymphoid phosphatase activity blockers – biochemical, fluorescence intensity, uHTS (AID 1779) | recombinant LYP phosphatase, fluorescence intensity; higher % means a stronger effect | inhibition, % at 11.5 µM, or IC50 in µM where a hit was titrated | 0.054% of 290,000 active;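 also: plate controls were vehicle with enzyme for no effect and no enzyme for full effect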
P. falciparum M17LAP: P. falciparum M17LAP inhibitors, primary screen, biochemical, fluorogenic H-Leu-NHMec substrate, 1536-well (AID 1619) | recombinant M17LAP, H-Leu-NHMec fluorogenic kinetic assay; higher % means a stronger effect | one-dose inhibition, % at 30 µM; IC50 in µM for titrated hits | 0.38% of 220,000 active;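 active = compound inhibiting the enzyme by more than half at any dose during confirmatory dose-response retesting; inconclusive = strong single-dose inhibitors picked by rank but not retested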;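 also: plate controls were full reaction with DMSO carrier for no effect and no enzyme background for full effect; strong numbers were not always called active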
Dynein cargo inh cytoplasmic EGFP: further read-out of Dynein cargo inh, marked with its call; z-score; measured here: cytoplasmic GR-EGFP intensity; hits give high values
Dynein cargo inh nuclear GR-EGFP: second read-out of Dynein cargo inh, no call of its own (marks repeat the call); z-score; measured here: nuclear GR-EGFP intensity;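 lower value marks the stronger effect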
Dynein cargo inh cell count: recorded beside Dynein cargo inh, whose call it bears; z-score; measured here: cell count per field
An asterisk follows results filed as active; ? = inconclusive; . = no result given. Rule as the data show it, unless noted: active = inhibition above about 50%; inactive = the rest.

smiles,M1AAP inhibition,Dynein cargo inh cell count,Dynein cargo inh,P. falciparum M17LAP,Dynein cargo inh nuclear GR-EGFP,AID2073,PMI inhibition,Dynein cargo inh cytoplasmic EGFP,Siah-1 displacement,LYP phosphatase,PMI inhibitors,XIAP displacement
COCCCNC(=O)c1cn(CC(C)C)c(=O)c2c1c1ccccc1n2C,4.8%,-0.88,1.65,-4.6%,0.697,2.2%,-1.2%,-0.253,-1.4%,-4.8%,6.9%,-4.8%
Cc1ccc(O)c(CP(=O)(c2ccccc2)c2ccccc2)c1,11.5%,0.171,0.38,-0.1%,-0.0924,4.9%,-3.0%,0.847,5.1%,-6.8%,-4.9%,-4.6%
CCC1(C)Cc2ccccc2-c2nc3n(c(=O)c21)CC(C(=O)O)S3 (stereo unspecified),0.3%,-1.34,2.55,12.3%,1.39,10.6%,0.2%,-0.15,0.1%,-7.7%,-11.6%,-0.1%
Cc1cccc(OCCNc2ccc([N+](=O)[O-])cn2)c1,12.5%,-0.424,1.18,10.6%,0.767,-6.5%,3.6%,-0.301,3.2%,-2.4%,-0.1%,0.4%
CC(C)OCCCN1CN(S(=O)(=O)c2cccc(Cl)c2)c2nc3ccccc3nc21,13.6%,-0.2,0.00246,1.2%,-0.139,-5.0%,-44.9%,-0.229,-1.2%,-1.4%,-17.9%,-4.1%
O=C(NCc1ccco1)NCC(F)(F)F,1.6%,-0.742,0.559,-5.0%,0.567,8.0%,-4.8%,-0.162,0.5%,-9.2%,5.0%,-9.4%
CCn1ncc(C2=NOC(C(=O)Nc3cnn(C45CC6CC(CC(C6)C4)C5)c3)C2)c1C (stereo unspecified),12.6%,-0.294,0.545,7.4%,0.648,-8.7%,9.0%,-0.125,1.7%,-9.4%,8.2%,-1.1%
O=C(CSc1ncn[nH]1)Nc1nc(-c2ccccc2)ns1,4.5%,-0.166,0.126,43.9%,-0.54,-6.3%,3.1%,-0.129,-3.6%,-8.1%,8.5%,-0.7%
O=C(Cc1ccccc1)NCC(=O)OCC(=O)c1cccc([N+](=O)[O-])c1,7.9%,0.319,0.218,13.5%,0.249,6.6%,-1.3%,-0.287,-6.1%,-7.8%,8.5%,-3.0%
CC1CCc2nc3ccccc3c(C(=O)OCC(=O)N(C)C3CCS(=O)(=O)C3)c2C1 (stereo unspecified),-0.5%,-0.0709,-0.821,-2.2%,-0.482,3.3%,1.4%,0.47,-3.7%,-2.9%,-10.0%,-20.6%
Cc1nc(NC(=O)c2ccc3c(c2)OCO3)ccc1Br,-0.8%,0.736,-0.671,-4.0%,-0.348,2.6%,3.6%,-0.271,-4.2%,-5.4%,3.1%,-10.9%
CCOCCCNC(=O)/C(C#N)=C/c1cc(OC)c(O)c([N+](=O)[O-])c1,15.1%,0.292,-0.457,4.3%,-0.0479,-6.2%,22.1%,-0.305,-8.4%,7.7%,3.9%,-7.2%
CCOc1ccc2cc(C#N)c(SCC(=O)N3CCC(C)CC3)nc2c1,-0.6%,-0.846,0.119,12.5%,0.0465,17.3%,5.7%,-0.154,-2.6%,4.0%,6.4%,-10.2%
O=c1c(Cc2ccccc2O)c(O)nc2n1CCCS2,10.6%,0.337,-1.13,24.8%,-0.197,-0.8%,7.7%,-0.188,3.1%,-11.0%,4.8%,-5.0%
Cc1nc2c(C#N)c(C)[nH]n2c(=O)c1Cc1ccccc1,1.9%,0.121,0.0305,22.1%,-0.122,4.2%,13.5%,-0.19,-1.2%,-2.0%,8.2%,-4.4%
CCN1C(=O)c2cccc3c(NC(=O)c4cccc(N5C(=O)CCC5=O)c4)ccc1c23,8.0%,-1.88,1.44,6.0%,1.06,?,39.0%,-0.143,4.4%,3.6%,17.1%,-3.8%
CCOC(=O)N1CCN(C(=O)c2ccc3c(=O)n(CCc4ccccc4)c(=S)[nH]c3c2)CC1,4.1%,1.74,-1.07,-7.5%,-0.661,-9.1%,-6.8%,-0.0474,2.8%,17.0%,19.7%,-3.1%
CCN(CC)S(=O)(=O)c1ccc(NN=C2CCN(C(C)C)CC2)c([N+](=O)[O-])c1,3.4%,-0.0146,-0.343,-9.0%,-0.0628,-10.7%,.,-0.271,0.5%,-1.7%,.,.
Cc1cc(OCCCC(=O)N2CCCCC2)cc(C)c1Cl,7.7%,-0.112,0.225,-0.1%,0.0833,-3.6%,15.5%,-0.261,2.2%,3.2%,21.9%,-2.9%
O=C(N/N=C/c1ccsc1)c1ccc2ccccc2n1,2.7%,-0.237,1.82,2.2%,0.989,-5.0%,8.2%,-0.32,9.6%,6.1%,0.9%,0.5%
CCCc1cc(=O)[nH]c(SCC(=O)c2[nH]c(C)c(C(=O)OCC)c2C)n1,6.4%,0.946,-0.714,0.7%,-0.724,-3.1%,-4.6%,-0.294,12.5%,-9.0%,-5.1%,-5.5%
Cc1cc(C(=O)OC(C)C(=O)Nc2cccc(S(=O)(=O)N3CCOCC3)c2)c(C)o1 (stereo unspecified),4.4%,0.433,-0.66,-8.2%,0.00185,-10.2%,8.8%,0.175,2.0%,-7.4%,19.8%,-5.6%
COC(=O)C1CCN(S(=O)(=O)c2c(C)n(C)c(=O)n(C)c2=O)CC1,4.2%,0.387,0.0926,4.7%,0.082,7.1%,1.4%,-0.23,10.3%,-4.8%,-1.4%,-6.0%
O=C(NCCN1CCOCC1)c1ccc(CSCc2cccc(Cl)c2)o1,3.3%,0.476,0.52,6.4%,0.00591,-8.3%,-6.8%,-0.246,-5.4%,-5.9%,-7.0%,-8.0%
COc1cccc(C(=O)Nc2ccc(S(=O)(=O)NCc3ccco3)cc2)c1,10.0%,-0.365,0.144,2.3%,0.935,4.5%,4.4%,-0.14,5.9%,-5.9%,-1.3%,-0.4%
O=C(Cc1ccccc1)CC1(O)C(=O)Nc2ccccc21 (stereo unspecified),6.8%,0.73,-0.861,32.6%,-0.434,4.9%,2.7%,-0.262,-1.1%,-4.1%,-0.8%,-2.9%
Cc1[nH]c(=O)[nH]c1C(=O)CCCCC(=O)OCC(=O)Nc1ccccn1,2.3%,-1.02,1.91,4.6%,1.16,-8.2%,3.2%,-0.356,-4.1%,-1.9%,5.8%,-2.5%
COc1ccc(-c2nc(SCC(=O)N3CCOCC3)n[nH]2)cc1,-0.2%,-0.0892,-0.399,8.3%,-0.42,9.3%,9.2%,-0.171,0.4%,3.3%,8.3%,-2.5%
CC(=O)NC(=S)Nc1ccc(NC(=O)c2cccs2)cc1,2.0%,1.31,-0.752,18.4%,-0.138,-5.7%,0.7%,-0.0917,2.4%,-3.2%,4.0%,-8.0%
COc1ccc(NC(=O)c2cc3c(s2)CCC(C)C3)cc1S(=O)(=O)N1CCOCC1 (stereo unspecified),9.2%,0.403,-0.284,9.6%,-0.468,35.1%,5.2%,-0.326,6.5%,-4.9%,18.3%,-5.7%
COC(=O)Nc1ccc(S(=O)(=O)n2cnc3ccccc32)cc1,-5.3%,-2.19,2.84,1.4%,2.38,-4.2%,-6.7%,0.0977,7.0%,-8.5%,-5.9%,-2.6%
O=C(Oc1ccc2c(-c3ccccc3)cc(=O)oc2c1)c1cccs1,2.1%,0.503,-0.386,-11.3%,-0.0218,27.6%,4.2%,-0.15,8.0%,-4.3%,6.4%,-0.5%
c1ccc(COC2CCCN(Cc3nc(-c4cnccn4)no3)C2)nc1 (stereo unspecified),-4.8%,0.557,-0.163,-5.3%,0.0745,8.4%,-12.5%,-0.258,-2.2%,-5.4%,-6.9%,-7.6%
CN(C)C(=O)C[n+]1ccc(C(N)=O)cc1,-0.1%,0.488,0.166,-4.8%,0.0448,6.3%,.,-0.266,13.1%,-9.7%,.,.
Clc1nccnc1-c1ccccc1,8.4%,-1.82,2.99,11.1%,1.75,-0.2%,-1.1%,-0.107,-3.1%,-3.0%,-6.1%,-2.2%
Cc1cc2ccccc2n1CCNCc1c(C(=O)N2CCOCC2)nc2ccccn12,-0.1%,1.12,-0.758,15.2%,-0.237,-7.2%,.,-0.217,-0.9%,-6.8%,.,.
COC(=O)c1ccccc1NC(=O)C(C)Oc1ccccc1 (stereo unspecified),12.8%,-0.347,-0.581,7.0%,0.0433,-9.6%,3.1%,-0.0767,6.7%,-2.9%,3.9%,-4.0%
CCCOC(=O)CC1C(=O)NCCN1Cc1ccc(F)cc1 (stereo unspecified),5.5%,0.435,-0.987,6.7%,-0.465,-6.9%,12.5%,-0.257,-0.5%,-3.7%,0.5%,-11.6%
COc1cc([N+](=O)[O-])cc(/C=N/NC(=O)CSc2nnc(-c3ccccc3)n2C)c1O,?,-0.311,-0.573,2.1%,0.545,-11.9%,.,-0.23,18.9%,0.7%,.,.
CCOc1ccc(/C=N/NC2=NCCCCC2)cc1,1.2%,-1.17,1.14,4.7%,0.306,-1.9%,-25.6%,-0.327,0.5%,-9.8%,-46.0%,-8.0%
CC(=O)Nc1cccc(C(=O)Nc2ccccc2C(=O)O)c1,-0.7%,-0.682,-0.327,4.7%,0.376,2.8%,-9.9%,-0.00668,3.9%,-4.9%,1.6%,-3.6%
CSC(=Nc1ccccc1)C(C#N)c1nc2ccccc2[nH]1 (stereo unspecified),-4.6%,-0.706,-0.0334,-6.2%,1,1.6%,.,0.25,-7.2%,-1.7%,.,.
CCOc1ccc(NC(=O)c2ccc3c(SCC(=O)O)c4c(nc3c2)CCCC4)cc1,?,0.921,-0.272,-2.9%,-0.431,13.6%,-2.5%,-0.3,-1.8%,4.1%,-10.0%,-1.0%
CN(C)S(=O)(=O)c1ccc(C(=O)OCCCN=C2NS(=O)(=O)c3ccccc32)cc1,10.0%,0.0368,0.0713,-3.2%,0.303,-1.9%,6.5%,0.00908,-1.3%,-2.4%,2.2%,-1.7%
